Bioassay records deposited in PubChem BioAssay by Broad Institute.
RAD54 inh: inhibitors of human RAD54 branch migration, primary screen, biochemical, fluorescence, single point; DNA repair and recombination protein RAD54-like (Homo sapiens), Q92698; RAD54 Holliday junction branch migration, FAM/BHQ fluorescence; inhibition, % at 10.4 µM; actives 0.14% (n = 360,000);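 active = mean normalized replicate activity at least 40 and at least half of replicates scoring 40 or more; inconclusive = only one of the two criteria met; inactive = mean below 40 and under half of replicates reaching 40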;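 also: 0% = median of neutral control wells and 100% = median of positive control wells; inhibitors cause a drop in the FAM fluorescence signal; in these data hits start at about 50%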
E-selectin induc: E-selectin induction in HUVECs, primary screen, imaging, HUVEC, immunofluorescence imaging, single point; P16581; normalized: neutral wells 0, TNF-alpha wells 100; activation, % at 7.58 µM; actives 0.37% (n = 260,000);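 active = mean E-selectin-positive cell signal at least 10% of the positive control, reached in at least 60% of replicates, without over 20% cell loss; inconclusive = no rule given, readout overlaps actives, possibly toxicity-flagged; inactive = the rest, including those meeting only one limit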;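 also: in these data hits start at about 27%; measured in HUVEC primary endothelial cells; signal is the percent of cells scored E-selectin positive by PE staining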
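Read-out basis: % PE-positive cells; Test system: HUVEC primary endothelial cells; Technique: immunofluorescence imaging; Dosing: single-point compound dose.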
FN deposit inh: inhibitors of fibronectin matrix deposition, primary screen, AH1F cells, Alexa488-fibronectin fluorescence, plate reader | inhibition, % at 12.6 µM | AH1F fibroblasts, overnight | actives 0.086% (n = 350,000);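 active = mean inhibition across replicates of 30% or more, regardless of how many single replicates reach that level; inconclusive = mean under 30% yet at least half of replicates reach 30%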;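 also: positive control wells lacked labelled fibronectin entirely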
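material = AH1F fibroblast monolayer depositing Alexa488-labelled fibronectin into matrix | amount = 10000 AH1F cells/well | buffer or medium = DMEM plus 2% serum, read in PBS | incubation = 1 h cell adhesion before compound, then overnight fibronectin incubation | detection = fluorescence at 485 nm excitation, 525 nm emission | evaluation = percent inhibition as loss of matrix-bound fibronectin fluorescence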
RAD52 anneal inh: RAD52 DNA annealing inhibitors, primary screen, biochemical, FRET, single point, set 2; inhibition, % at 18.7 µM; AID 651710, 2012; DNA repair protein RAD52 homolog (Homo sapiens), P43351; recombinant RAD52 DNA annealing, FRET fluorescence; actives 0.46% (n = 360,000);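 active = every replicate showing at least 50% inhibition; inconclusive = mean inhibition at least 50% but not in every replicate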
Target sequence (P43351 whole entry, looked up): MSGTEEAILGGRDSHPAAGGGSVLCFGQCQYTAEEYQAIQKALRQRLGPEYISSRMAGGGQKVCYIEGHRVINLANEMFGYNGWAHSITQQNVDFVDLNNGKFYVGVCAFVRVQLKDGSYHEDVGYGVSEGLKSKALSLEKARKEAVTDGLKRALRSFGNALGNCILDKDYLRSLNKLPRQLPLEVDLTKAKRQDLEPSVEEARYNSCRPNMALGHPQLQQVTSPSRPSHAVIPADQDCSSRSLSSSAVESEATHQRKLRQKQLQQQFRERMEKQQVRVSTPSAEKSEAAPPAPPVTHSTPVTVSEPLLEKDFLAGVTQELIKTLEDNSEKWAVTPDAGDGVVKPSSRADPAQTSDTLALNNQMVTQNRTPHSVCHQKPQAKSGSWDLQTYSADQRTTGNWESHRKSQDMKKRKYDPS
S100A4 inh HTS: inhibitors of S100A4-myosin IIA peptide binding, primary screen, biochemical, fluorescence polarization, TAMRA-MyoIIA peptide; actives 0.14% (n = 360,000); inhibition, % at 10.7 µM; Protein S100-A4 (Homo sapiens), P26447; AID 652163, 2013;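 active = mean inhibition of at least 70% across replicates, with every replicate also reaching that level; inconclusive = mean inhibition reaches 70% but some replicates fall short; inactive = mean inhibition below 70%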
Target sequence (P26447 whole entry, looked up): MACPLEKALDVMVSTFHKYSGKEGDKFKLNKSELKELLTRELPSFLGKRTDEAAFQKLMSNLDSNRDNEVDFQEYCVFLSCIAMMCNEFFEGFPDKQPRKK
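Compound dosing: one dose per compound; test system: human S100A4 monomer with TAMRA-labelled myosin IIA peptide; probe or stimulus: TAMRA-labelled myosin IIA heavy-chain peptide probe, 5 nM; medium: HEPES buffer with Ca2+, pH 7.2; schedule: 5 min incubation before reading; benchmarks: neutral control DMSO, positive control TFP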
esBAF inh: Bmi1 luciferase reporter increase in mESCs, primary screen, esBAF inhibitor project, mouse ES cells, Bmi1 luciferase knock-in, single point. actives 2% (n = 350,000). 24 h; 100% = twice the neutral-well signal. reporter increase, % at 12.5 µM. AID 602393, 2012; in the data active = activation above about 40%; inconclusive = no clear call, values can overlap the other calls;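 also: 0% = median of the plate's neutral control wells and 100% = double that signal; a rise in the Bmi1 reporter signal indicates esBAF inhibition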
XiGFP reactiv: activators of inactive X chromosome reactivation, primary screen, imaging, XiGFP fibroblasts, GFP high-content imaging, set 2. XiGFP mouse fibroblasts, % GFP-positive cells imaging, 3 d; cells co-treated with 5-aza-dC sensitizer; scaled so ellipticine positive control = 100%. activation, % at 7.58 µM. actives 0.055% (n = 360,000);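 active = mean normalized replicate activation at least 10% and every replicate at or above 10%; inconclusive = only one of the two criteria met; inactive = mean below 10% and not all replicates reach 10%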;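 also: 0% = median of on-plate neutral control wells and 100% = ellipticine 6 µM median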
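Material: XiGFP fibroblasts, SV40-immortalized; Buffer or medium: DMEM containing 5-aza-dC; Compound dosing: single point; Times: 3 days compound exposure.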
EWS-Fli inh: EWS/Fli-driven NR0B1 reporter inhibitors, primary screen, A673 cells, NR0B1 luciferase, luminescence, MLPCN library | viability-normalised | inhibition, % at 12.6 µM | actives 0.67% (n = 350,000) | AID 651661, 2012;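 active = mean inhibition of at least 50% after viability correction, with every replicate also passing that limit; inconclusive = mean reaches 50% but only one of two replicates passes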;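 also: firefly luciferase signal divided by Alamar Blue viability fluorescence both relative to DMSO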
Active calls of the source: *; ? = inconclusive; . = not tested or not shown.

SMILES	RAD54 inh	E-selectin induc	FN deposit inh	RAD52 anneal inh	S100A4 inh HTS	esBAF inh	XiGFP reactiv	EWS-Fli inh
C[C@H](CO)N1C[C@H](C)[C@H](CN(C)S(=O)(=O)c2ccc(Cl)cc2)Oc2c(NS(=O)(=O)c3cccs3)cccc2C1=O	-19	.	.	-171	-2	2	.	-3
O=C(c1cccc(F)c1)N1CCCCN2[C@H](CO)[C@H](c3ccc(-c4ccccc4)cc3)[C@H]2C1	0	-0.1	.	10	-4	.	0.0	12
COc1ccc(Oc2c(O)c3ccccc3n(C)c2=O)cc1	.	.	-3	-2	-4	.	0.0	-10
N#C[C@@H]1[C@@H](c2ccc(-c3ccncc3)cc2)[C@@H](CO)N1C(=O)CN1CCOCC1	-19	-0.6	-5	-10	2	3	-0.1	5
CC1(C)OC(=CC=Nc2ccc(Cl)cc2)OC1(C)C	-4	0.0	4	-20	-6	.	0.0	1
CCN(CC(=O)Nc1c(F)cccc1F)C(=O)c1ccc(N2CCOCC2)c([N+](=O)[O-])c1	-22	1.5	5	-1	-9	-1	0.0	6
Cc1c(C(=O)N2CCCCC2)oc2ccccc12	-9	-0.2	-9	-9	-2	?	0.4	-44
NC(=O)c1ccsc1NC(=O)COC(=O)c1ccc(Cl)cc1	-7	4.3	2	-18	1	2	0.1	-2
C=CCc1c(C)nc(SCc2ccccc2)[nH]c1=O	-7	0.0	-2	-8	1	2	0.0	-4
O=C(CCCCCCCCC(=O)N1CCCCC1)N1CCCCC1	-9	-1.6	.	-7	-5	-4	0.2	0
CCn1nc(C)cc1C(=O)N1CCCC(C(=O)c2cccc(OC)c2)C1 (configuration not stated)	.	.	-2	-4	7	.	0.0	3
COc1cc(C(C(=O)NC2CCCC2)N(C(=O)Cc2cccs2)C2CC2)cc(OC)c1OC (configuration not stated)	-3	.	9	-19	-8	11	0.1	-5

The final three records of the section above lead into the next:
SMILES	RAD54 inh	E-selectin induc	FN deposit inh	RAD52 anneal inh	S100A4 inh HTS	esBAF inh	XiGFP reactiv	EWS-Fli inh
O=C(CCCCCCCCC(=O)N1CCCCC1)N1CCCCC1	-9	-1.6	.	-7	-5	-4	0.2	0
CCn1nc(C)cc1C(=O)N1CCCC(C(=O)c2cccc(OC)c2)C1 (configuration not stated)	.	.	-2	-4	7	.	0.0	3
COc1cc(C(C(=O)NC2CCCC2)N(C(=O)Cc2cccs2)C2CC2)cc(OC)c1OC (configuration not stated)	-3	.	9	-19	-8	11	0.1	-5
CC(C)c1ccc(S(=O)(=O)N2CCN(C(C)C(=O)Nc3ccccc3-c3ccccc3)CC2)cc1 (configuration not stated)	.	-2.9	-9	0	-1	.	0.4	18
CCCNC(=O)N(C)C[C@@H]1Oc2ncc(-c3ccc(F)cc3)cc2C(=O)N([C@H](C)CO)C[C@H]1C	-2	0.4	.	-7	2	-3	-0.1	-8
Cn1cc(CNC(=O)CC2C(=O)NCCN2CC(C)(C)C)cn1 (configuration not stated)	-2	.	4	-19	7	-8	0.0	8
CCCN(C)C[C@H]1Oc2cc(-c3cccc(F)c3)ccc2S(=O)(=O)N([C@@H](C)CO)C[C@H]1C	.	-0.1	.	.	.	-13	-0.8	4
COc1cc(C(C(=O)NC2CCCC2)N(C(=O)c2snc(C(N)=O)c2N)c2ccccc2)cc(OC)c1OC (configuration not stated)	.	.	4	-4	-2	3	0.1	13
COc1ccc(-c2csc(NC(=O)CN3C(=O)CCC3=O)n2)cc1	.	4.0	7	-26	-1	.	-0.2	11
O=C(COc1ccc(/C=C2/NC(=O)NC2=O)cc1)Nc1ccc(F)cc1	8	-0.5	.	-26	0	-7	0.3	.
Cc1ccc2c(c1C)OC(=O)CC2c1ccccc1 (configuration not stated)	7	0.1	2	-16	-5	-13	0.1	2
COCC(=O)Nc1ccc2c(c1)OC[C@H](C)N(C(C)=O)C[C@@H](C)[C@@H](OC)CN(C)C2=O	.	-0.3	6	.	.	-2	-0.1	-5
CCCCc1nnc(NC(=O)C2=COCCO2)s1	4	2.2	10	1	33	22	0.0	-52
COc1ccc(-c2oc(=O)c3cc(OC)c(OC)cc3c2C(F)(F)F)cc1	2	4.2	1	-8	0	-6	-0.1	-3
CCOc1ccc(S(=O)(=O)N/N=C(\C)c2ccc(Cl)c(Cl)c2Cl)cc1	6	.	2	-13	-1	.	0.2	-4
CC(C)N1CCN(Cc2cccn2-c2cccnc2)CC1CCO (configuration not stated)	.	.	-1	1	0	.	0.0	-3
C[C@@H]1CCCCO[C@@H](CN(C)S(=O)(=O)c2cn(C)cn2)[C@@H](C)CN([C@H](C)CO)C(=O)c2cc(NC(=O)Nc3cccc4ccccc34)ccc2O1	6	0.0	-7	10	11	-2	0.2	1
COc1cc(C(=S)N2CCN(c3ccccc3Cl)CC2)cc(O)c1O	.	0.8	-8	-18	-4	.	0.4	14
Cn1c(NC(=O)CC2CCCCC2)cc(=O)n(C)c1=O	1	.	-2	-9	1	0	0.0	-12
CCNc1c([N+](=O)[O-])c(=O)n(CC)c2ccccc12	1	-0.2	-4	-15	-2	.	0.4	9
N#CC(c1ccccc1)c1cccc(Cl)n1 (configuration not stated)	.	.	0	-4	-1	.	0.2	9
Cc1nn(CC(=O)Nc2c(F)c(F)cc(F)c2F)c(=O)c2cccn12	-12	11	-7	-16	-1	7	0.0	.
O=C(Cc1ccc([N+](=O)[O-])cc1)Nc1cccc(C(=O)N2CCCCC2)c1	0	0.1	1	-10	35	-1	0.1	4
Cc1cccc(C)c1NC(=O)CSC(=S)N1CCCC1	.	.	-2	-16	1	.	0.1	-1
C[C@H](CO)N1C[C@H](C)[C@H](CN(C)S(C)(=O)=O)Oc2ccc(NC(=O)Nc3ccc4c(c3)OCO4)cc2CC1=O	-3	-2.8	.	-5	9	2	0.0	-4
COc1ccc(Cl)cc1NC(=O)C1Cc2cc(S(=O)(=O)N3CCCC3)ccc2N1C(C)=O (configuration not stated)	0	.	-9	-13	1	-4	0.1	.
CCOc1ccc(CCNC(=O)CSc2n[nH]c(N)n2)cc1OCC	1	0.0	.	-8	0	.	0.1	1

Ordered by the number under S100A4 inh HTS (low to high): 6 from the list above
SMILES,RAD52 anneal inh,S100A4 inh HTS,esBAF inh
COc1cc(C(=S)N2CCN(c3ccccc3Cl)CC2)cc(O)c1O,-18,-4,.
CCNc1c([N+](=O)[O-])c(=O)n(CC)c2ccccc12,-15,-2,.
Cc1nn(CC(=O)Nc2c(F)c(F)cc(F)c2F)c(=O)c2cccn12,-16,-1,7
Cc1cccc(C)c1NC(=O)CSC(=S)N1CCCC1,-16,1,.
C[C@@H]1CCCCO[C@@H](CN(C)S(=O)(=O)c2cn(C)cn2)[C@@H](C)CN([C@H](C)CO)C(=O)c2cc(NC(=O)Nc3cccc4ccccc34)ccc2O1,10,11,-2
O=C(Cc1ccc([N+](=O)[O-])cc1)Nc1cccc(C(=O)N2CCCCC2)c1,-10,35,-1

Further structures follow:
SMILES	RAD54 inh	E-selectin induc	FN deposit inh	RAD52 anneal inh	S100A4 inh HTS	esBAF inh	XiGFP reactiv	EWS-Fli inh
O=C(N/N=C/c1ccc(O)cc1)c1cc(C2CC2)[nH]n1	1	.	8	-12	20	-3	0.3	.
COC(=O)CCSCC(=O)Nc1ccc(C)c(S(=O)(=O)N2CCCCC2)c1	.	-0.3	-5	-11	2	-3	0.1	3
COC(=O)c1cc(OC)c(OC)cc1NC(=O)c1csc(C)c1	0	-0.2	-7	-8	-1	.	-0.1	-13
O=C(C[C@H]1CC[C@H](NC(=O)Nc2ccc3c(c2)OCO3)[C@@H](CO)O1)NCCCN1CCOCC1	8	-0.4	0	-5	-15	-7	0.0	.
COc1ccc(-c2cnnc(N/N=C/c3ccc(C)o3)n2)cc1	9	-3.3	4	-13	-2	19	0.1	-15
O=C(NC1CCCC1)[C@@H]1CCCN1C(=O)[C@@H](NS(=O)(=O)c1ccc(F)cc1F)C1CCCCC1	.	0.2	-6	-4	15	.	0.1	-3
COc1ccc(C/C(C)=N/NS(=O)(=O)c2ccc(Br)cc2)cc1	0	-0.1	1	-23	-5	7	1.8	0
O=C(CSc1ncccn1)Nc1cccc(S(=O)(=O)N2CCOCC2)c1	-4	0.1	-7	-1	0	-6	0.1	12
CN(Cc1ccccc1)C(=O)c1ccc(NC2=NC3CS(=O)(=O)CC3S2)cc1 (configuration not stated)	1	.	3	1	-3	-3	0.3	-3
CCOC(=O)c1ccc(NC(=S)Nc2ccc(Br)cc2N)cc1	-2	0.7	-4	.	.	25	0.5	-9
COCCNC(=O)CN(Cc1ccc(OC)cc1)C(=O)CCC(=O)Nc1nccs1	3	0.3	3	-4	1	-7	0.3	5
COc1ccc(C)cc1NC(=O)NC1CCCc2ccccc21 (configuration not stated)	-6	.	8	-18	0	-6	0.3	4
CCOCc1nnc(NC(=O)c2cc(OC)c(OC)cc2[N+](=O)[O-])s1	5	.	-5	-1	-3	-5	0.4	8
Cc1ccc(C(=O)N2CCN(c3ccccc3)CC2)cc1C	3	.	.	-15	-5	12	.	-3
CN(C)c1ccc(N=Nc2nc3ccccc3n2C)cc1	2	.	-1	-12	-13	-85	1.1	86*
COc1ccc(C(=O)NCC(=O)N=Nc2c(O)n(Cc3ccccc3)c3ccccc23)cc1OC	.	.	.	-9	-13	.	0.7	-6
Cc1ccc(O)c(N=NC2=C(O)CC(C)(C)CC2=O)c1	-1	1.5	0	-48	1	?	-0.1	-13
CCOC(=O)Nc1oc2ccccc2c(=O)c1CN1CCOCC1	3	.	.	-18	1	2	.	.
CO[C@@H]1CN(C)C(=O)c2cc(NS(=O)(=O)c3ccc(-c4ccccc4)cc3)ccc2OC[C@H](C)NC[C@@H]1C	2	-0.1	7	3	0	1	-0.4	7
O=c1[nH]c(C2CCCN(S(=O)(=O)c3ccccc3F)C2)nc2c1nnn2Cc1ccccc1Cl (configuration not stated)	7	.	-7	-2	-1	-3	0.1	13
Cc1nc2cnccc2n1C	0	.	4	-12	3	4	0.2	2
